# Bioassay records: PubChem BioAssay, several laboratories
# NTR1 ag = NTR1-driven beta-arrestin-GFP spot formation – imaging, U2OS cells, high content, primary screen (AID 493036) | P30989 | agonist mode | activation, % at 20 µM | actives 0.17% (n = 330,000);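 active means activation at or above 40% of the spot to cytoplasm intensity ratio, with at least 20 cells analyzed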;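 further: 0% = DMSO without peptide and 100% = 100 nM NTR1 peptide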
# Target sequence (P30989 whole entry, looked up): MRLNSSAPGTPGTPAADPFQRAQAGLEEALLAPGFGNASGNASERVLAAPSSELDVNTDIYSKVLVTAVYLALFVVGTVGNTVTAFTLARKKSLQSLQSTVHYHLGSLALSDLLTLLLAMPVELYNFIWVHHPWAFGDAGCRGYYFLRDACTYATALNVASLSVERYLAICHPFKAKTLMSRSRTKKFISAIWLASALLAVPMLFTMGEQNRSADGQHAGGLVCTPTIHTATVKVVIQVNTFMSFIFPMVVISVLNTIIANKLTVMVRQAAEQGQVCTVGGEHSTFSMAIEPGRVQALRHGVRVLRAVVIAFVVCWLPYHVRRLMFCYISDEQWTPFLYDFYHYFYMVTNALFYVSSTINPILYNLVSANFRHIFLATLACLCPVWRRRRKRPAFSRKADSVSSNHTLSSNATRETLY
# PhoP inhibition = PhoP-dependent GFP reporter repression – Salmonella Typhimurium, primary screen (AID 1863); S. Typhimurium PhoP-regulated promoter GFP reporter, 4 h; higher % means a stronger effect; one-dose inhibition, % at 50 µM; IC50 in µM for titrated hits; actives 0.16% (n = 300,000);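 active means inhibition over 29.93%, a cutoff 3 SD above the screen mean, later confirmed by dose response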;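 further: 0% = low Mg2+ inducing control and 100% = high Mg2+ repressing control; strong numbers were not always called active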
# T cell HTS = T cell immune modulators affecting CD8 T cell-vesicle binding; 2C CD8+ T cell-vesicle binding, flow cytometry; stronger effect = lower value; calls only at 7 µM; actives 0.068% (n = 330,000); AID 2052;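 active means response, share of CD8 T cells binding vesicles, and their 90th percentile fluorescence all below set limits, cut at about 80% in these data, passing the limit was not always enough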
#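 Also added: QL9-peptide-loaded Drosophila micro-vesicles bearing Ld, ICAM-1 and B7-1; Test system: purified 2C TCR transgenic mouse naive CD8+ T cells; Measured by: cytometric PE anti-B7-1 and Alexa647 anti-CD8 signals after 1% paraformaldehyde fixation; Timing: binding step 1.5 h, 37 °C, antibody labelling 20 min, ice.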
# T cell HTS vesicle-bound % = also measured in T cell HTS; calls as there; double positive events, %; measured here: CD8+ vesicle-bound cell fraction;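 binding gate set so that unloaded-vesicle control wells show 10% double positive cells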
# NTR1 ag cell count 20 µM = recorded beside NTR1 ag, whose call it bears; cell count; measured here: cell count, cytotoxicity flag
# * = called active by the depositor; i = inactive. An excerpt. The share of hits here may be higher or lower than overall.
smiles	PhoP inhibition	T cell HTS	NTR1 ag cell count 20 µM	T cell HTS vesicle-bound %	NTR1 ag
Cc1ccccc1CNC(=O)C(=O)NCCC1CCCCN1S(=O)(=O)c1ccccc1 (stereo not drawn)	0%	i	48	40	3.5
COc1ccc(CNS(=O)(=O)CCNC(=O)c2ccccc2)cc1	-3%	i	69	47	-0.2
C=CC(=O)Nc1sc2c(c1C(N)=O)CCCC2	11%	i	37	58	4.7
Cc1cc(NC(=O)CSc2nc(=O)n3cccc(C)c3n2)no1	-1%	i	56	52	1.4
O=C1CCc2cc(S(=O)(=O)NCc3ccc(F)cc3)cc3c2N1CCC3	7%	i	60	43	-0.9
CN(C(=O)CCOc1ccccc1)c1c(N)n(Cc2ccccc2)c(=O)[nH]c1=O	2%	i	48	6	-0.6
CCOC(=O)C1=C(COC(=O)c2ccc(C)s2)NC(=O)NC1C (stereo not drawn)	2%	i	63	54	2.5
O=C(CCNC(=O)c1ccc(Br)cc1)NC1CCCc2ccccc21 (stereo not drawn)	6%	i	61	29	-0.4
O=C(c1cccc([N+](=O)[O-])c1)N1CCN(c2ccc(N3CCOCC3)nn2)CC1	9%	i	60	39	-0.6
C[N+](C)(C)CCOC(=O)CCC(=O)OCC[N+](C)(C)C	1%	i	57	22	-0.7
CC1(C)NC(=O)N(CC(=O)N2CCN(c3cccc(C(F)(F)F)c3)CC2)C1=O	-4%	i	56	39	-0.1
O=C(NCCC1CCCCN1S(=O)(=O)c1ccccc1)C(=O)NCCN1CCOCC1 (stereo not drawn)	-3%	i	49	21	-0.7
Cc1cc(NC(=O)C(C)N2C(=O)c3ccccc3S2(=O)=O)no1 (stereo not drawn)	8%	i	55	42	-0.6
O=S(=O)(c1ccc(F)cc1)N1CCC2(CC1)OCCN2S(=O)(=O)c1cccs1	-4%	i	50	23	3.3
COc1ccc(S(=O)(=O)N2CCCCC2)cc1NC(=O)Cc1sc(C)nc1-c1ccc(F)cc1	-8%	i	61	41	0.5

# (continued)
smiles	PhoP inhibition	T cell HTS	NTR1 ag cell count 20 µM	T cell HTS vesicle-bound %	NTR1 ag
CC1CCC(NC(=O)c2cccc(S(=O)(=O)NCc3ccccc3)c2)CC1 (stereo not drawn)	-7%	i	57	54	1.9
COc1ccccc1CNC(=O)COC(=O)Cc1ccc(F)cc1	6%	i	63	46	2.7
O=C(c1ccc(Cl)s1)N(Cc1nnc(-c2ccccc2Cl)o1)C1CC1	-2%	i	58	28	1.5
Cc1ccc(C)c(OCCC(=O)NNC(=O)c2ccncc2)c1	-2%	i	83	41	2.0
O=C(CN1C(=O)NC2(CCCC2)C1=O)N1CCN(c2ccccc2Cl)CC1	-5%	i	80	53	0.4
COc1ccc(CC(=O)Oc2ccc(F)c(F)c2)cc1S(=O)(=O)N1CCOCC1	2%	i	54	27	0.2
COc1ccc(NC(=O)CSc2nnc3ccc(-c4cccnc4)nn23)cc1OC	3%	i	55	48	0.7
Cc1ccc(S(=O)(=O)Nc2ccc(-c3ccc4nncn4n3)cc2)cc1	4%	i	74	26	1.2
CCCC(C(=O)Nc1cccc(S(=O)(=O)N2CCCC2)c1)c1ccccc1 (stereo not drawn)	5%	i	45	18	3.6
CCOC(=O)N1CCN(C(=O)C2CC(=O)N(c3ccc(C)cc3)C2)CC1 (stereo not drawn)	1%	i	74	27	0.1
CC[N+]1(C)[C@@H]2CC[C@H]1CC(OC(=O)[C@H]1CCC(C(=O)OC3C[C@H]4CC[C@@H](C3)[N+]4(C)CC)(c3ccccc3)c3ccccc31)C2 (stereo partly drawn)	-4%	i	68	64	0.0
O=C(c1ccc(N2CCCC2)c([N+](=O)[O-])c1)N1CCc2ccccc2C1	-8%	i	61	44	1.6
CC(C)CN(C(=O)c1cccc(S(=O)(=O)N2CCN(Cc3ccccc3)CC2)c1)C1CCS(=O)(=O)C1 (stereo not drawn)	-7%	i	54	37	-0.9
O=C(NCCc1ccc(F)cc1)c1cc([N+](=O)[O-])ccc1N1CCOCC1	13%	i	52	39	0.1
CCc1nc2c(s1)CCc1onc(-c3ccc(Cl)cc3)c1-2	1%	i	97	18	5.5

# Other compounds:
smiles	PhoP inhibition	T cell HTS	NTR1 ag cell count 20 µM	T cell HTS vesicle-bound %	NTR1 ag
C=CCn1nc2ccccc2c1OC	9%	i	59	40	-1.2
CC(C)CN(C(=O)COC(=O)c1ccc(Br)cc1)c1c(N)n(Cc2ccccc2)c(=O)[nH]c1=O	-4%	i	99	41	-0.3
Cc1ccc(NC(=O)CSCC(=O)Nc2ccc(S(=O)(=O)N3CCCC3)cc2)cc1	-2%	i	45	32	2.3
O=C(/C=C/c1cccc(Cl)c1)c1ccc([N+](=O)[O-])o1	-7%	i	70	22	-1.1
CC(C)Cn1c(SCC(=O)N(C)C2CCS(=O)(=O)C2)nc2cc(Cl)ccc2c1=O (stereo not drawn)	-1%	i	66	47	0.1
Cc1ccc([C@@H]2CC=C(C(=O)O)[C@H](c3cccc(Cl)c3)N2S(=O)(=O)c2ccc(C)cc2)cc1	-4%	i	109	24	4.9
CCc1noc(C)c1C(=O)Nc1nc2c(C)cc(C)cc2s1	2%	i	64	24	6.9
CCOc1ccc(NC(=O)CN(C)C(=O)c2ccccc2OCc2c(C)noc2C)cc1OCC	-8%	i	46	60	0.2
CCCN(CC(=O)Nc1ccccc1C)C(=O)c1ccc(N2CCOCC2)c([N+](=O)[O-])c1	-6%	i	53	33	0.0
O=C(NCC(c1cccs1)N1CCOCC1)C1CCN(S(=O)(=O)c2cccc(C(F)(F)F)c2)CC1 (stereo not drawn)	-5%	i	42	47	0.6
CSc1ccccc1NC(=O)COC(=O)CSc1ccc(C)cc1	2%	i	60	50	1.1
COc1ccc(CCNS(=O)(=O)CCNC(=O)c2ccccc2)cc1	7%	i	77	38	0.6
CC12CCC(=O)N1C(C(=O)Nc1ccc(F)c(F)c1F)CS2 (stereo not drawn)	-7%	i	59	54	0.6
Fc1cccc(CN(C2=NCCN2)c2c(Cl)cccc2Cl)c1	-7%	i	71	22	0.3
COc1ccc(CCN(C)C(=O)C2CCN(C(=O)Nc3ccccc3)CC2)cc1OC	-6%	i	71	47	2.0

# Further structures:
smiles	PhoP inhibition	T cell HTS	NTR1 ag cell count 20 µM	T cell HTS vesicle-bound %	NTR1 ag
CC12CCC(=O)N1C(C(=O)Nc1nc(-c3ccc(F)cc3)cs1)CS2 (stereo not drawn)	-4%	i	62	24	0.0
O=C(NCC(c1ccco1)N1CCc2ccccc21)c1c(F)cccc1F (stereo not drawn)	-4%	i	47	67	-1.2
O=[N+]([O-])c1cccc(-c2noc3c2-c2nc(Cc4cccc5ccccc45)sc2CC3)c1	13%	i	64	27	-0.8
CCn1c(SC(C)C(=O)N2CCOCC2)nc2sc(C)c(C)c2c1=O (stereo not drawn)	-4%	i	94	20	0.6
COc1ccc(-n2nnnc2CNC(=O)C2CC(=O)N(c3ccc(Cl)cc3)C2)cc1 (stereo not drawn)	12%	i	54	10	0.3
Cc1nc(-c2ccc(F)cc2)c(CC(=O)N(C)CC(=O)Nc2ccc(Br)cc2C)s1	6%	i	51	45	-0.9
O=C(Cc1ccc(F)cc1)Nc1cccc(S(=O)(=O)N2CCCC2)c1	-9%	i	49	30	-0.4
COC(=O)c1ccc2c(=O)[nH]c(COC(=O)c3c(-c4ccccc4)noc3C)nc2c1	-10%	i	67	42	-1.2
O=C(c1ccc(F)cc1)N1CCC(C(=O)N2CCN(S(=O)(=O)c3cccc(F)c3)CC2)CC1	9%	i	60	41	0.1
O=C(CCC1CCCC1)NCCS(=O)(=O)N1CCN(c2ccccc2)CC1	3%	i	66	47	0.7
COc1ccc(S(=O)(=O)N2CCOCC2)cc1NC(=O)C1COc2ccccc2O1 (stereo not drawn)	5%	i	58	26	-0.7
COc1cc(/C=C/C(=O)OCC(=O)Nc2nnc(-c3ccccc3)o2)cc(OC)c1OC	-10%	i	67	43	4.3
Cc1cccc(NS(=O)(=O)c2cccc(C(=O)N3CC(C)OC(C)C3)c2)c1 (stereo not drawn)	-1%	i	47	58	0.1
O=C(CSc1nc2[nH]ncc2c(=O)[nH]1)Nc1ccc(Cl)c(Cl)c1	-2%	i	51	20	1.4
COc1ccccc1C(=O)NC(=O)COC(=O)C1CCC1	2%	i	57	12	0.6

# New compounds follow.
smiles	PhoP inhibition	T cell HTS	NTR1 ag cell count 20 µM	T cell HTS vesicle-bound %	NTR1 ag
COc1ccccc1CCC(=O)Nc1ccc(S(=O)(=O)Nc2cc(C)nc(C)n2)cc1	-7%	i	56	22	0.7
CCn1c(CCC(=O)N(C)CC(=O)Nc2cccc(F)c2)nc2cc(S(=O)(=O)N(C)C)ccc21	0%	i	75	23	-0.6
COc1ccc(Cl)cc1NC(=O)CN(C)C(=O)c1ccc(N2CCCCC2)c([N+](=O)[O-])c1	12%	i	66	27	7.0
Cc1ccccc1NC(=O)C(=O)NCCCN1CCCC1=O	1%	i	48	38	0.4
Cc1ccccc1C(=O)N1CCC(C(=O)Nc2cc(C(F)(F)F)ccc2N2CCCC2)CC1	-6%	i	51	52	-0.3
O=C(CSc1nnc2ccc(-c3ccc(F)cc3)nn12)N1CCOCC1	-3%	i	73	55	0.3
Cc1ccc(S(=O)(=O)N(C)C)cc1NC(=O)COC(=O)c1c(-c2ccccc2)noc1C	-8%	i	66	59	0.9
Cc1ccccc1-c1nnn(CC(=O)N2CCN(C(=O)c3ccco3)CC2)n1	6%	i	62	60	-0.5
C#CCN1C(C)=C(C(=O)OC)C(c2cccc([N+](=O)[O-])c2)C(C(=O)OCC)=C1C (stereo not drawn)	-4%	i	47	39	0.3
O=C(CCCN=C1NS(=O)(=O)c2ccccc21)OCC(=O)c1ccccc1Cl	-1%	i	67	33	0.2
O=C(COC(=O)CCC(=O)c1ccc(F)cc1)Nc1nnc(-c2ccccc2)o1	-9%	i	44	57	-0.3
CSc1ccc(S(=O)(=O)NCC(=O)OCC(=O)NCC2CCCO2)cc1[N+](=O)[O-] (stereo not drawn)	-8%	i	57	37	-0.4
CN1CCN(S(=O)(=O)c2cccc(C(=O)Nc3cc(C(F)(F)F)ccc3N3CCCC3)c2)CC1	-7%	i	60	13	-0.5
CS(=O)(=O)c1ccc(Cl)c(NC(=O)CN2C(=O)C3CCCCC3C2=O)c1 (stereo not drawn)	1%	i	55	48	0.5
COCc1nc2c([nH]1)c(=O)n(C)c(=O)n2CC(C)C	0%	i	37	37	0.0

# (further entries)
smiles	PhoP inhibition	T cell HTS	NTR1 ag cell count 20 µM	T cell HTS vesicle-bound %	NTR1 ag
Cc1cc(NC(=O)CCS(=O)(=O)c2ccc(F)cc2)no1	1%	i	57	56	0.5
CCOc1ccc(S(=O)(=O)NCCC(=O)OCC(=O)c2ccc(NC(C)=O)cc2)cc1	-5%	i	74	55	0.4
COc1ccc(C(CNC(=O)C(C)Oc2ccc(Br)cc2)N2CCCC2)cc1 (stereo not drawn)	5%	i	77	18	-1.0
CCOc1ccc(NS(=O)(=O)c2cc(C(=O)NCC3CCCO3)ccc2Cl)cc1 (stereo not drawn)	-4%	i	64	51	2.8
COC(=O)c1ccc(COC(=O)[C@@H]2CC(O)CN2S(=O)(=O)c2ccccc2[N+](=O)[O-])cc1 (stereo partly drawn)	-7%	i	56	27	1.4
CSCc1ccc(C(=O)NCC(c2cccs2)N2CCOCC2)cc1 (stereo not drawn)	-2%	i	62	33	0.5
CC(=O)N/C(=C\c1ccccc1)C(=O)OCC(=O)c1ccc(F)cc1	-4%	i	67	6	0.5
O=C(CSc1nc2ccccc2o1)NCC1CCCO1 (stereo not drawn)	4%	i	62	60	0.4
